# ASAP1 GAP inh – inhibitors of human ASAP1 ArfGAP activity; Q9ULH1; ASAP1-stimulated ARF1 GTP hydrolysis, GDP FP detection; inhibition, % at 16.5 µM; 0.19% of 360,000 active; AID 624377; in the data active means inhibition above about 25%;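 further: 0% = vehicle with enzyme and substrate and 100% = no enzyme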
# ARFGAP1 inh – inhibitors of rat ARFGAP1 | Arfgap1-stimulated ARF1 GTP hydrolysis, GDP FP detection | inhibition, % at 16.5 µM | 0.26% of 360,000 active;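 active means inhibition above a per-plate limit, mean inhibition of low control wells plus 3 SD, cut at about 25% in these data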;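 further: 0% = DMSO wells with enzyme and 100% = wells lacking Arfgap1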
# Target sequence (Q62848 1-136 limits assumed): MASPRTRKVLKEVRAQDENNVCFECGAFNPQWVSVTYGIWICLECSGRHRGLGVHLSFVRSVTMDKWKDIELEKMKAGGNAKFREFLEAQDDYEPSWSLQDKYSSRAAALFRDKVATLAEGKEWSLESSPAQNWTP
#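 System: truncated rat Arfgap1 GAP domain / Medium: HEPES-based buffer, pH 7.5 / Also added: N-terminally truncated human ARF1-GTP substrate / Incubation: enzyme reaction 120 min at 25 °C after 20 min preincubation / Measured by: FP of antibody-bound GDP Alexa 633 tracer, ex 620/em 688 nm / Replicates: singlicate, each compound tested once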
# DDE Tn7 FP inh – disrupts Tn7 cyclic peptide binding to fibrin D-Dimer-E complex | FP displacement of FITC-Tn7 peptide from fibrin DD(E); 0% = median of compound wells per plate | inhibition, % at 8.3 µM | 0.13% of 370,000 active | AID 720508;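 active means inhibition above the mean of compounds falling within the control limits plus 3 SD of them, cut at about 14% in these data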;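 further: 0% = plate median of compound wells and 100% = 10 µM Aha-Tn7 peptide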
#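 system = human fibrin DD(E) protein | quantity = DD(E) 2 µM final | medium = Tris/NaCl/CaCl2 buffer, pH 7.8 | also added = labelled Tn7 tracer, 0.1 µM | compound dosing = single point at 8.3 µM | timing = compound with protein 10 min, then 3 h after probe, room temperature | signal = FP measurement | benchmarks = Aha-Tn7 high control | repeats = one replicate per compound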
# proKLK7 act – activators of human kallikrein-7 zymogen. purified proKLK7, EDANS-DABCYL substrate fluorescence; 100% is mature enzyme control, 0% vehicle. activation, % at 7 µM. 0.9% of 370,000 active. AID 652039;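 active means activation above the mean of all tested compounds plus 3 SD, computed per campaign excluding outliers beyond control limits, cut at about 13% in these data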
# Target sequence (P49862 whole entry, looked up): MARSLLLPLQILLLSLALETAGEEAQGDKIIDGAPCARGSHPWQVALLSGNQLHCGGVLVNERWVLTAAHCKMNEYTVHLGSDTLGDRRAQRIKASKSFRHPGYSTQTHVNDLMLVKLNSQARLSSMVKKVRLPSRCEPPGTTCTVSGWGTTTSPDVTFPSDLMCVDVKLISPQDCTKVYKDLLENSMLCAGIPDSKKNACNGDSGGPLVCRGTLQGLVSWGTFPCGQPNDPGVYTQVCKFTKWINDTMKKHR
# Tn6 DDE FP – inhibitors of Tn6 peptide binding to human fibrin DD(E). P02675. Fibrin DD(E) TRITC-Tn6 fluorescence polarization displacement. inhibition, % at 8.3 µM. 0.21% of 370,000 active. AID 720509;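 active means inhibition above a per-campaign cutoff: mean of compounds within control limits plus 3 SD, cut at about 15% in these data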;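 further: 0% = median of all compound wells on the plate and 100% = blocking peptide control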
# ADAM17 inh – inhibitors of human ADAM17; recombinant ADAM17, EDANS/DABCYL FRET peptide cleavage; AID 720648; 0.83% of 370,000 active; P78536; inhibition, % at 6.95 µM;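 active means inhibition above the mean of compounds lying between control limits plus 3 SD, set per campaign, cut at about 8.5% in these data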;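 further: 0% = DMSO-only wells as the low control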
# PLC-gamma1 inh – PLC-gamma1 (human) inhibition, primary screen | P19174 | purified PLC-gamma1, fluorogenic substrate, fluorescence | inhibition, % at 12.2 µM | 0.84% of 370,000 active; in the data active means inhibition above about 9.5%
# ADAM10 inh – inhibitors of human ADAM10 | O14672 | recombinant ADAM10, EDANS/DABCYL FRET peptide cleavage, 3 h | inhibition, % at 7 µM | 0.62% of 370,000 active | AID 720582;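 active means inhibition above a per-campaign cutoff equal to the mean of compounds falling between control-based bounds plus 3 SD, cut at about 20% in these data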;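 further: 0% = DMSO wells while the 100% control is not disclosed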
# TDP2 absorb – blocks human TDP2 phosphodiesterase activity. O95551. recombinant TDP2, T5PNP hydrolysis, p-nitrophenol absorbance 415 nm. inhibition, % at 12.8 µM. 0.34% of 370,000 active. AID 720702;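 active means inhibition above the mean of all tested compounds plus 3 SD, set per campaign, cut at about 25% in these data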;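 further: 0% = DMSO with enzyme and 100% = buffer with substrate but no TDP2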
# Target sequence (O95551 whole entry, looked up): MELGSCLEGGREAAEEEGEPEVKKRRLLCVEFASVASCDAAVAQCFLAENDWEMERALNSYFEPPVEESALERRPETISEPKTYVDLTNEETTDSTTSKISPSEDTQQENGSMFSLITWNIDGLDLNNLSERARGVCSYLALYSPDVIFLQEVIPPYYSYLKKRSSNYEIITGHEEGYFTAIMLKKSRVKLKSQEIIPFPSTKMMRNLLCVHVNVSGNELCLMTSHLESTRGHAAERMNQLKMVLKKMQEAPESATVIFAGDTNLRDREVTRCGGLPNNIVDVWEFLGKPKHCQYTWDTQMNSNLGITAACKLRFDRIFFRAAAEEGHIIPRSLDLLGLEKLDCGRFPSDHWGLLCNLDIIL
#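 Test system: Human TDP2 enzyme | Reagent: 5 mM T5PNP | Compound dosing: 12.8 µM single point, 1% DMSO | Incubation: Enzyme reaction with compound for 2 h at 37 °C | Technique: p-Nitrophenol epi absorbance | Read-out: % inhibition relative to enzyme-containing and enzyme-free wells | Benchmarks: High control without enzyme, low control DMSO plus TDP2 | Replicates: Singlicate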
# LEDGF integ inh – blocks HIV-1 LEDGF/p75-dependent DNA integration | 0.64% of 370,000 active | TR-FRET IN-LEDGF/p75 DNA integration, Eu/Cy5 | inhibition, % at 3.7 µM;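 active means inhibition above the screen-wide mean plus 3 SD, cut at about 13% in these data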;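 further: signal is the Cy5 over europium emission ratio at 671 and 618 nm; 0% = plate median of compound wells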
# Starred values were filed as active, the others as inactive; . = no result given.
no.	ASAP1 GAP inh	ARFGAP1 inh	DDE Tn7 FP inh	proKLK7 act	Tn6 DDE FP	ADAM17 inh	PLC-gamma1 inh	ADAM10 inh	TDP2 absorb	LEDGF integ inh	Compound
1	9	-6	1	0.1	3	-4	8	9	0	5	Nc1nonc1-n1nnc(C(=O)N/N=C/c2cccc(Cl)c2)c1CN1CCCCCC1
2	2	-7	-1	0.8	10	1	5	3	-11	2	O=C(CSc1nnc(C2COc3ccccc3O2)o1)N1CCN(c2ccccc2)CC1 (centres undefined)
3	10	6	-1	-0.1	-4	2	0	8	-10	2	C=CCOC(=O)C1=C[C@@H](c2ccc(C(F)(F)F)cc2)[C@H](CCCO)[C@@H](OCC)O1
4	-5	-16	1	0.4	3	-5	-1	4	-1	0	COc1ccc(CNC(=O)CSc2ncn[nH]2)cc1
5	1	-6	4	0.2	-2	-1	2	3	-9	-4	CCn1c(Cn2nnc(-c3ccccc3)n2)nnc1SCC(=O)Nc1ccc(N(C)C)cc1
6	8	5	1	-0.2	9	-3	-2	1	4	1	CC1CCCN(S(=O)(=O)c2ccc(C(=O)Nc3nnc(-c4ccccn4)o3)cc2)C1 (centres undefined)
7	-3	-4	0	-0.3	4	-30	-3	-131	-4	0	Cc1c(OCC(=O)N2CCC(C(N)=O)CC2)ccc2c3c(c(=O)oc12)CCC3
8	6	1	-8	0.0	3	-2	2	-8	-2	0	COc1ccc(C(NC(N)=O)c2ccccc2)cc1 (centres undefined)
9	-6	1	-4	0.9	-4	-1	0	-4	10	3	CC(C)(C)C(=O)Cn1ncc(Cl)c(Cl)c1=O
10	13	6	10	0.2	-3	1	3	-3	5	1	NC(=O)CC(NC(=O)Cc1ccc(Br)cc1)c1ccc(NCCc2cccc(F)c2)c([N+](=O)[O-])c1 (centres undefined)
11	9	3	-2	0.0	-2	-7	0	0	-3	1	CCOCCc1nnc(NC(=O)c2cccc(F)c2)s1
12	-2	-7	-7	0.1	1	-2	2	-5	9	-1	Cc1ccc(NC(=O)CSc2nnc(-c3ccccn3)n2N)cc1F
13	-7	2	-4	0.3	-2	-8	0	1	-2	1	O=C(CCC1COc2ccccc2O1)N1CCCC1 (centres undefined)
14	3	8	-33	0.0	-18	13*	9.7*	33*	-6	7	CCC1CO/C(=C(\C(Cl)=C(Cl)Cl)[N+](=O)[O-])N1 (centres undefined)
15	8	3	-5	-16	1	-35	-188	-106	7	2	CCOC(=O)c1cc(-c2ccc(OC)cc2F)nc2c1c(C)nn2CCC#N
16	4	5	-1	-0.5	-12	-3	-5	-16	3	2	N#CCCN(C(=O)COC(=O)C1CCN(c2ccc(C(F)(F)F)cn2)CC1)c1ccc(F)cc1
17	5	6	-1	0.7	4	-4	-1	-3	1	0	CCCCN(CCCC)C(=O)C1(P(=O)(c2ccccc2)c2ccccc2)CCC1
18	8	0	-7	0.2	-5	-2	3	-2	3	-1	CC(C(=O)Nc1ccc(S(=O)(=O)N2CCCC2)cc1)N(C)CC(=O)Nc1cccc(F)c1 (centres undefined)
19	3	3	0	0.6	0	-1	-1	-10	6	0	COc1ccc(C2OCC(C)(C)CO2)cc1OC
20	12	11	-6	-1.0	3	-2	2	-7	7	-2	CN(C)Cc1cc(C(F)(F)F)ccc1C(O)(c1ccccc1)c1ccccc1
21	-2	7	3	0.2	-2	0	-2	-9	-6	-1	COc1ccc(C(=O)OCc2cc(=O)oc3cc(C)ccc23)cc1S(=O)(=O)N1CCOCC1
22	-1	-8	-4	0.1	5	-4	0	-2	10	2	O=C(O)CCCN1C(=O)C2C3C=CC(C2C1=O)C1C(=O)N(CCCC(=O)O)C(=O)C31 (centres undefined)
23	-12	4	-4	0.0	5	-1	-2	-5	0	-2	O=C(c1ccccc1)N(c1ccccc1)c1nccc2ccccc12
24	1	-9	8	-0.5	3	2	2	5	16	1	COc1ccc(N2CCN(CC(O)COC(c3ccc(F)cc3)c3ccc(F)cc3)CC2)cc1 (centres undefined)
25	3	-10	-7	-0.1	2	-2	-1	-10	4	6	O=C(O)c1[nH]c2ccccc2c1C(c1cccc(O)c1)c1c(C(=O)O)[nH]c2ccccc12
26	-15	-9	10	0.7	4	-2	0	4	0	-4	O=C(COc1ncnc2cc(Cl)ccc12)c1ccccc1
27	-7	-6	-2	0.2	-4	0	1	3	11	-1	CCC(C)NS(=O)(=O)c1ccc(OCC(=O)NCc2ccc3c(c2)OCO3)cc1 (centres undefined)
28	-13	0	3	1.5	1	2	-3	3	0	0	COc1ccc(C(CC(=O)O)NC(=O)c2sc3ccccc3c2Cl)cc1 (centres undefined)
29	4	0	2	-0.2	-7	2	9	3	-17	-2	O=C(NCC1CCN(Cc2ccccc2F)CC1)C1CCCN(c2ncnc3c2nc2n3CCCCC2)C1 (centres undefined)
30	5	4	-7	-0.5	-9	-1	1	2	-4	-1	O=C1NC[C@@H](CCCCN2C[C@H](Cc3ccccc3)N(CC3CCCCC3)C(=O)C2=O)N(CC2CCCCC2)C1=O
31	1	-5	7	-0.4	-9	-1	1	-11	0	0	O=C(NCc1ccccc1Cl)C1CCC(=O)N(CCCN2CCCC2=O)C1 (centres undefined)
32	3	-10	-4	-0.2	-2	0	5	1	-8	3	CCCNC(=O)C1(C)CCN(CCOc2ccc(Cl)cc2)C1 (centres undefined)
33	2	-20	4	0.0	-2	-4	-2	-10	-1	1	Cn1c(SCc2cccc(F)c2)nnc1-c1ccncc1
34	0	-7	-4	-0.8	3	-2	0	-10	0	0	CCOC(=O)CC1C(=O)NCCN1C(=O)c1ccc(Cl)cc1 (centres undefined)
35	3	-2	4	0.0	0	0	2	-1	4	0	Cc1cc(C)cc(N(CC(=O)NC2CC3CCC2C3)S(C)(=O)=O)c1 (centres undefined)
36	-5	-4	-8	-0.9	-4	-1	0	3	0	-2	Cc1c(O)cc2c(c1O)C(=O)CC(c1ccccc1)O2 (centres undefined)
37	7	-4	2	0.0	-1	-1	-3	-3	5	1	CCOC(=O)C1=C(COC(=O)c2ccco2)NC(=O)NC1CC (centres undefined)
38	-1	16	2	0.4	1	-5	-8	-17	-4	-1	Fc1ccc(-c2nc3ccncc3[nH]2)cc1
39	-9	7	-9	0.1	-4	4	7	6	1	0	O=[N+]([O-])c1ccc(NS(=O)(=O)c2cccc3cccnc23)cc1
40	-2	6	3	2.6	9	-2	-1	2	6	-2	CC1=C(C#N)C(c2ccccc2)C2=C(N1)c1ccccc1C2=O (centres undefined)

# The closing six records of the section above come first, to join the parts:
no.	ASAP1 GAP inh	ARFGAP1 inh	DDE Tn7 FP inh	proKLK7 act	Tn6 DDE FP	ADAM17 inh	PLC-gamma1 inh	ADAM10 inh	TDP2 absorb	LEDGF integ inh	Compound
35	3	-2	4	0.0	0	0	2	-1	4	0	Cc1cc(C)cc(N(CC(=O)NC2CC3CCC2C3)S(C)(=O)=O)c1 (centres undefined)
36	-5	-4	-8	-0.9	-4	-1	0	3	0	-2	Cc1c(O)cc2c(c1O)C(=O)CC(c1ccccc1)O2 (centres undefined)
37	7	-4	2	0.0	-1	-1	-3	-3	5	1	CCOC(=O)C1=C(COC(=O)c2ccco2)NC(=O)NC1CC (centres undefined)
38	-1	16	2	0.4	1	-5	-8	-17	-4	-1	Fc1ccc(-c2nc3ccncc3[nH]2)cc1
39	-9	7	-9	0.1	-4	4	7	6	1	0	O=[N+]([O-])c1ccc(NS(=O)(=O)c2cccc3cccnc23)cc1
40	-2	6	3	2.6	9	-2	-1	2	6	-2	CC1=C(C#N)C(c2ccccc2)C2=C(N1)c1ccccc1C2=O (centres undefined)
41	-4	1	4	0.5	3	-2	0	-2	4	0	CC(=O)c1cccc(NC(=O)c2ccc(S(=O)(=O)N3CCCC3)cc2)c1
42	6	0	1	0.2	6	0	-5	2	3	-3	COc1ccc(OCC(=O)Nc2cccc3cccnc23)cc1
43	2	-9	4	-0.1	-2	0	1	0	9	3	CC1CCN(C(=O)CSc2nnc(CNC(=O)c3ccc(F)cc3)o2)CC1
44	.	.	2	-0.7	-1	-3	-1	-2	1	-1	C=CCN(CC#Cc1ccccc1)Cc1ccc(OC)cc1OC
45	-2	-18	6	-0.2	1	-5	-1	1	14	-5	N/C(=N\OC(=O)CCC1CCCCC1)c1ccccn1
46	-5	-13	8	0.3	1	-3	-4	2	10	-2	CCOC(=O)Cn1cc(/C=C/[N+](=O)[O-])c2ccccc21
47	-4	6	-4	-0.8	-2	-39	-56	-104	-8	4	CCOC(=O)c1cc2c(ccn2-c2ccc(F)cc2)n1CC(=O)N(CC)CC
48	-6	6	2	0.0	5	-5	-2	4	2	1	CCOC(=O)N1CCN(C(=O)c2ccccc2NC(=O)c2ccc(C(C)(C)C)cc2)CC1
49	12	8	13	0.4	-2	2	-1	-1	-8	-2	Cc1ccc(S(=O)(=O)N2C[C@H]3[C@H]4C(=O)N(c5ccccc5)C(=O)[C@H]4CC(=O)[C@H]3[C@@H]2c2ccc(Cl)cc2)cc1
50	1	-4	3	-0.1	-2	-2	5	8	-13	3	COc1ccc(C(=O)NCc2nnc(SCC(=O)Nc3cc(C)on3)o2)cc1OC
51	-5	-4	-1	-0.2	6	2	2	3	-4	0	O=C(c1ccc(Cl)cc1)c1ccc(OCC(O)CN2CCCCC2)cc1 (centres undefined)
52	-3	6	-5	-0.1	-12	-6	-1	-10	-2	3	COc1cccc(C(=O)OC(C)C(=O)NCC2CCCCC2)c1 (centres undefined)
53	-1	9	-6	0.2	5	-5	-4	-4	-4	2	CCNC(=O)NC(=O)CSc1nc2ccccc2n1CCOC
54	-9	-1	-7	-0.4	-6	-3	0	-6	5	0	CC(C)N(C(=O)COC(=O)c1ccc(O)cc1)C(C)C
55	7	8	3	0.1	-3	-11	-1	-37	0	0	CC(C)CC(NC(=O)C1CCCCC1)C(=O)N1CCN(c2ccccn2)CC1 (centres undefined)
56	3	6	0	-0.1	-2	1	5	13	-11	9	Cc1nc2ccc([N+](=O)[O-])cc2[nH]1
57	-7	-16	7	0.0	-6	-3	-17	-3	-15	1	COc1cccc(-c2cnc3c(NC(C)=O)cc(-c4ccncc4)cn23)c1
58	2	-10	-4	-0.2	-7	0	4	11	-8	0	O=C(NCC(=O)N(c1cccnc1)C(C(=O)NC1CCCCC1)c1ccccc1)c1ccco1 (centres undefined)
59	6	10	-2	0.1	12	0	-1	-9	0	-5	O=C(O)c1ccc(CN2CCCCC2)o1
60	1	1	2	-0.1	-2	-2	2	3	-1	2	O=C(Cc1ccccc1Cl)Nc1cccc(S(=O)(=O)N2CCCCCC2)c1

# Source: PubChem

# Rows are unselected; 4.2% or so of the library scored in one or more.
